# G9a inh: blocks human histone lysine methyltransferase G9a; G9a H3K9 monomethylation, AlphaScreen, 2 h; Q96KQ7; AID 504332; 350,000 compounds, 8.8% hits; Potency, µM (series often up to 102 µM), for the others: at the highest dose activity, negative = inhibition, hits mostly inhibitors; also: potency is read from the fitted curve at half-maximal effect; % is scaled to controls: 0 for no effect and ±100 for the full control effect; nearly all actives have a fitted effect of over 75% in size
# Target sequence (Q96KQ7 913-1193 limits assumed): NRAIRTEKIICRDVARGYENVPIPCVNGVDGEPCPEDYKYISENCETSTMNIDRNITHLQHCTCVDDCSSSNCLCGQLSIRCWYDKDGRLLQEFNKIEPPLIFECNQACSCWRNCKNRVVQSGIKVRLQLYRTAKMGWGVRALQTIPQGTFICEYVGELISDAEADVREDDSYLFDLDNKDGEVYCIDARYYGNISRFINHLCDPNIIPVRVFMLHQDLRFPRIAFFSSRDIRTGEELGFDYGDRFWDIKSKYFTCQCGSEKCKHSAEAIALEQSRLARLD
#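 Readings reflect AlphaScreen signal from monomethyl-H3K9 antibody detection. HMT at 20 nM; substrate b-H3K9 500 nM; cofactor SAM 20 uM; 2 h RT reaction; compounds tested as titrations in qHTS with 15 min preincubation.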
# Pin1 inh: blocks the human prolyl isomerase Pin1 | Potency, µM (highest dose often 115 µM), for inactives: at the highest dose activity, negative = inhibition, actives largely listed as inhibitors | 390,000 compounds, 0.009% hits | AID 504891 | Q13526 | Pin1 FP peptide displacement, HiFluor488, 10 min; active = well fitted inhibition curve with a large enough effect in the polarisation, with a control signal flat, not every such curve was filed as active; inconclusive = small, poorly fitted or top-dose-only effect, or effect the other way, or a change in a side signal; inactive = no such curve, though single readings can be large or run the other way; the % refers to the polarisation; also: potency is read from the fitted curve at half-maximal effect; % is scaled to controls: 0 for no effect and ±100 for the full control effect
# Target sequence (Q13526 whole entry, looked up): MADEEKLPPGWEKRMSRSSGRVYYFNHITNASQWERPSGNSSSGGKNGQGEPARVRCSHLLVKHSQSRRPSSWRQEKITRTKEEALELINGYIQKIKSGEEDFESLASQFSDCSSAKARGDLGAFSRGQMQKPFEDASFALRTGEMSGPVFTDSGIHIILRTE
# HP1b binding inh: HP1-beta chromodomain-methylated histone interaction inhibition | 390,000 compounds, 0.56% hits | Potency, µM (titrated, usually from 114 µM), for the others: at the top dose activity change, negative = inhibition, hits mostly inhibitors | AlphaScreen HP1-beta / biotin-H3K9me3 peptide binding | P83916 | AID 540317; also: potency is read from the fitted curve at half-maximal effect; nearly all actives have a fitted effect of over 70% in size; inactives centre near 23
# Target sequence (P83916 whole entry, looked up): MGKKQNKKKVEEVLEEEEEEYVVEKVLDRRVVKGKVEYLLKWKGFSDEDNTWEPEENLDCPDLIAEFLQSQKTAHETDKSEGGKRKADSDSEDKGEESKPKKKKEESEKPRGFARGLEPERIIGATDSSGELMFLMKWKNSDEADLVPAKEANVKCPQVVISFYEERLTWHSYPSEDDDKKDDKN
#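 AlphaScreen: HP1-beta (50 nM) preformed 30 min with biotin-H3(1-18)K9me3 peptide (50 nM) in PBS pH 7.4, 0.01% Tween-20. Compound added for 30 min at RT, then streptavidin donor/nickel chelate acceptor beads (10 ug/mL) for 30 min.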
# BAZ2B inh: blocks human BAZ2B | 360,000 compounds, 4.4% hits | Q9UIF8 | Potency, µM (doses to about 114 µM), for the others: at the highest dose activity change, negative = inhibition, usual class: inhibitors | AlphaScreen BAZ2B-H3K14Ac peptide displacement; also: potency is read from the fitted curve at half-maximal effect; % is scaled to controls: 0 for no effect and ±100 for the full control effect; nearly all actives have a fitted effect of over 60% in size
#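 AlphaScreen luminescence quantifies BAZ2B engagement of H3K14Ac peptide; the protein and biotinylated peptide are both at 50 nM final, buffer PBS pH 7.4 with 0.01% Tween-20, all steps at room temperature.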
# JMJD2A Tudor: inhibitors of human JMJD2A Tudor domain. O75164. AlphaScreen JMJD2A-Tudor / H3K4me3 peptide binding. Potency, µM (highest dose often 114 µM), for inactives: top-dose activity change, negative = inhibition, hits mostly inhibitors. 390,000 compounds, 4.4% hits. AID 504339; also: potency is read from the fitted curve at half-maximal effect; % is scaled to controls: 0 for no effect and ±100 for the full control effect; nearly all actives have a fitted effect of over 50% in size
# PI4K2A block: PI4K2A (human) kinase inhibition. Q9BTU6. purified PI4K2A, ADP-Glo luminescence, 1 h; stronger effect = lower value. activity change, negative = inhibition, % at 76.9 µM. 420,000 compounds, 0.13% hits. AID 1346378; in the data active = activity change below about -50%; inconclusive = mostly about -30% to -49%;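 also: -100% = wells without enzyme as full effect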
#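 PI4K2A activity was measured by ADP-Glo luminescence: enzyme (4 ug/mL stock) and phosphatidylinositol (1.2 mM stock) in Tris pH 7.5/MgCl2/EGTA/Triton X-100 buffer were reacted with ATP (300 microM stock) for one hour at ambient temperature.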
# POLH inh: blocks human DNA polymerase eta activity; recombinant Pol eta, fluorescent DNA replication assay; Q9Y253; 390,000 compounds, 1.2% hits; Potency, µM (top dose mostly 114 µM), for the others: top-dose activity change, negative = inhibition, most hits filed as inhibitors; also: potency is read from the fitted curve at half-maximal effect; % is scaled to controls: 0 for no effect and ±100 for the full control effect
#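 Pol eta (10 nM) was preincubated with compounds for 15 min at room temperature, after which fluorescent replication substrate (50 nM final) was added to start the reaction. Fluorescence was read kinetically at 0 and 10 min.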
# PGK inhibitor: T. brucei PGK inhibition. AID 602233. Potency, µM (highest dose often 57.5 µM), for inactives: at the highest dose activity change, negative = inhibition, most hits filed as inhibitors. P07378. PGK/GAPDH coupled, Kinase-Glo luminescence, 60 min. 380,000 compounds, 0.043% hits; also: potency is read from the fitted curve at half-maximal effect; % is scaled to controls: 0 for no effect and ±100 for the full control effect; nearly all actives have a fitted effect of over 60% in size
# Target sequence (P07378 whole entry, looked up): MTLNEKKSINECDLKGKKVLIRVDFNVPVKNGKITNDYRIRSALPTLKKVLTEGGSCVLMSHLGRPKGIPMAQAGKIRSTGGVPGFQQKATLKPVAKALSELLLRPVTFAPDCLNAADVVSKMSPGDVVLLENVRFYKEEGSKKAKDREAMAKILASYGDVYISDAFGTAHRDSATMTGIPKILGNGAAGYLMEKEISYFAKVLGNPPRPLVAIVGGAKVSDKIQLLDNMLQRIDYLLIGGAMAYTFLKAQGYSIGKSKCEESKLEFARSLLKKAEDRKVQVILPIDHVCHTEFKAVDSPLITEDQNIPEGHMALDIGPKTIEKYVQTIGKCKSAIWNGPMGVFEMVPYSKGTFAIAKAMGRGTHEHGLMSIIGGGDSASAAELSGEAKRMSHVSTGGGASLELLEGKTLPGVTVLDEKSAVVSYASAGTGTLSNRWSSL
#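 Luminescent ATP detection (Kinase-Glo Plus) follows a 60-minute room-temperature incubation, with wells lacking PGK as controls. Buffer: 100 mM TEA (pH 7.6), 5 mM MgCl2, 0.01% Tween-20. Coupling enzyme GAPDH (100 nM final) supplies unstable 1,3-BPG in-well.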
# GLS inh: glutaminase GLS (human) inhibition; O94925; GLS enzymatic activity, qHTS titration; Potency, µM (highest dose often 45.5 µM), for the others: at the top dose activity change, negative = inhibition, actives largely listed as inhibitors; 410,000 compounds, 0.21% hits; AID 624170; also: potency is read from the fitted curve at half-maximal effect; % is scaled to controls: 0 for no effect and ±100 for the full control effect
#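 Assay buffer: 45 mM KH2PO4 pH 8.2, 0.02% Tween-20. hKGA acts on L-glutamine (1 mM solution added); product glutamate is reported by an oxidase/peroxidase Amplex Red coupling, with fluorescence taken at baseline and 30 min.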
# * marks the source's active call; other numbers are inactive results; i = inactive; ? = inconclusive; . = no result given; & = joins results of further samples; [ ] = another dose, or the depositor's remark. Unless noted, calls follow the shape of the dose curve; as a rule, active = well fitted curve in the direction sought with a large enough effect; inconclusive = small, poorly fitted or top-dose-only effect, or another doubt; inactive = no such curve, though single readings can be large; an effect the other way counts as inactive or inconclusive. Some of the compounds tested; count on the stated rates, not on these rows.
# Values in the order: G9a inh	Pin1 inh	HP1b binding inh	BAZ2B inh	JMJD2A Tudor	PI4K2A block	POLH inh	PGK inhibitor	GLS inh
[1] COc1cc(-c2noc(C)c2C(=O)NCCc2c[nH]c3ccccc23)cc(OC)c1OC
→ 32µM*	-13%	14%	50µM*	?	-4	-15%	5%	14%
[2] O=C(CN1C(=O)c2cccc3cccc(c23)C1=O)N1CCOCC1
→ -7%[59 µM]	-1%	29%	-6%	-10%	-11	-12%	5%	16%
[3] O=C(CNC(=O)c1ccccc1)OCc1cc(=O)n2cc(Br)ccc2n1
→ 23%[59 µM]	?	25%	?	-15%	6	0%	i	-12%
[4] COC(=O)c1ccc(S(=O)(=O)N2CCC(C(N)=O)CC2)n1C
→ .	0%	1%	-2%	-7%	-1	13%	0%	3%
[5] Cc1ccc(-c2nc(N)nc(N)n2)c(C)c1
→ 17%[2.33 µM]	-3%	33%	9%	8%	0	-8%	1%	-6%
[6] CN(C1CCCCC1)S(=O)(=O)c1ccc2c(c1)c(=O)c(C(=O)NCc1ccc(Cl)cc1)cn2C
→ 1%[59 µM]	-5%	24%	.	3%	-2	-18%	-10%	0%
[7] C/C(CC(=O)Nc1ccccn1)=N\NC(=O)C(=O)Nc1cccc(Cl)c1C
→ 3%	0%	59%[activator]	3%[57.1 µM]	-5%	-8	-23%	-5%	8%
[8] Cc1nc([N+](=O)[O-])cn1CC(=O)Nc1ccc(Cl)cc1
→ -10%	-1%	35%	10%	-7%	2	-11%	-4%	-9%
[9] COc1ccccc1CCNC(=O)CC1C(=O)NCCN1CCCc1ccccc1 (stereo not drawn)
→ -1%	5%	21%	4%	-30%	1	-2%	5%	10%
[10] Cc1ccccc1-n1ncc2c1CC(C)(C)CC2NC(=O)CCN1CCCCC1=O (stereo not drawn)
→ .	8%	29%	8%	7%	-3	5%	3%	13%
[11] O=C(Nc1c2c(nn1-c1ccccc1)CSC2)c1ccc(N2C(=O)CCC2=O)cc1
→ 28%	-1%	28%	-4%	-11%	-5	-2%	1%	6%
[12] CC(=O)NNC(=S)NC(=O)c1cccc([N+](=O)[O-])c1
→ ?	?	?	?	8.9µM*	-7	-22%	-1%	17%
[13] Cn1c(=O)[nH]c(=O)c2c1nc(N1CCCC1)n2CCO
→ 12%	0%	39%[activator]	0%	-1%	-3	-7%	2%	3%
[14] Cc1cccc(C(=O)NNC(=O)c2ccc(NS(=O)(=O)c3cccs3)cc2)c1C
→ -21%[12.7 µM]	2%	22%	-12%	-1%	1	5%	i	7%
[15] O=C(N/N=C/c1cc(Br)cs1)c1ccccc1[N+](=O)[O-]
→ 16%	-1%	-6%	-27%	-34%	-7	-10%	-6%	2%
[16] Cc1nc2ccc(NC(=O)COc3ccccc3F)cc2s1
→ -5%	-13%	5%	30%	1%	5	-22%	1%	0%
[17] N#Cc1nc(-c2ccco2)oc1N1CCN(Cc2ccccc2)CC1
→ ?	5%	-24%	50µM*	?	1	3%	-8%	2%
[18] O=C(CSc1cn(CC(=O)N2CCCCC2)c2ccccc12)Nc1ccccc1
→ 8%[59 µM]	-1%	18%	7%	9%	1	-11%	11%	-3%
[19] CCOCN(C(=O)Cn1cnc2cc(C)c(C)cc21)c1c(C)cccc1CC
→ 1%[59 µM]	-8%	24%	-16%	-24%	-1	-15%	-7%	6%
[20] O=C(CSC(=S)N1CCCCC1)Nc1ncc2c(n1)CCCC2=O
→ .	1%	10%	3%	-20%	-6	-15%	-1%	-1%
[21] COc1ccc(CSCC(=O)Nc2ccc(S(=O)(=O)N3CCCCCC3)cc2)cc1
→ 1%[59 µM]	45%[activator]	19%	2%	-12%	-2	-23%	i	0%
[22] Cc1cccc(Oc2ccc(NC(=O)CCC(=O)OCC(=O)c3ccc(Br)cc3)cc2)c1C
→ -33%[59 µM]	-2%	5%	-1%	-18%	3	-13%	-8%	-10%
[23] Cc1c(Cl)cccc1NC(=O)NCc1c(-n2cccc2)sc2c1CCCC2
→ -49%[59 µM]	2%	12%	-26%	-25%	-2	3%	-4%	-10%
[24] COc1cccc(CNC(=O)c2cccc(NC(=O)c3nsc4ccccc34)c2)c1
→ 1%[59 µM]	11%	17%[57 µM]	8%	-13%	-1	-15%	3%	12%
[25] O=C(COC(=O)COc1ccc2c(c1)CCC2)Nc1ccccc1C(F)(F)F
→ .	-4%	30%	.	-5%	-6	-11%	0%	0%
[26] COc1ccc(S(=O)(=O)NCCC(=O)N2CCCN(C)CC2)cc1
→ 17%[12.7 µM]	-4%	25%	10%	-6%	-2	-19%	-6%	1%
[27] Cn1c(=O)c(C(=O)NCCc2ccc(Cl)cc2)c(O)c2ccccc21
→ 16%	2%	42%[activator]	0%	16%	7	-10%	-4%	0%
[28] COc1cc(OC)c(NC(=O)CCNS(=O)(=O)c2ccc3c(c2)CC(C)N3C(C)=O)cc1Cl (stereo not drawn)
→ -15%	-5%	56%[activator]	-25%	-7%	-3	-15%	i	4%
[29] CC(C)(C)NC(=O)CCc1ncc(C(F)(F)F)cc1Cl
→ 0%	15%	11%	-2%	-18%	-2	-3%	1%	2%
[30] Cn1c(=O)n(Cc2ccco2)c(=N)c2c3c(sc21)CCCC3
→ 11%[59 µM]	2%	18%	-4%	-23%	3	-6%	i	-16%
[31] c1ccc(-c2nnc3ccc(N4CCC5(CC4)OCCO5)nn23)cc1
→ -16%	-1%	4%	-2%	0%	0	-9%	2%	4%
[32] CCn1nc(NC(=O)C2CCCO2)c2cc3cc(C)ccc3nc21 (stereo not drawn)
→ 27%	1%	63%[activator]	8%	25%	1	-8%	0%	15%
[33] COCCC(=O)N1CCC(Oc2ccc(C(=O)NCc3csc(C)n3)cc2)CC1
→ -35%	-2%	34%[activator]	21%	-4%	-1	-4%	i	-4%
[34] CN(C)S(=O)(=O)c1cccc(NC(=O)c2cncc(Br)c2)c1
→ 5%[59 µM]	3%	20%	9%	-20%	24	1%	-4%	6%
[35] CC(C)CN(CC(C)C)S(=O)(=O)N1CCC(C(=O)NCc2ccco2)CC1
→ 13%	-2%	42%[activator]	?	-10%	-2	-25%	-9%	-13%
[36] O=c1[nH]cnc2c1ncn2-c1ccc(N(CCO)CCO)cc1
→ .	1%	29%	.	-11%	-8	-10%	6%	30%
[37] Cc1nc2ccccc2nc(=O)c1NNc1ccccc1
→ 7%[12.7 µM]	4%&0%	12%&20%	2%&-2%	-19%&-11%	-1	-9%	-9%	?
[38] C=C(C)c1cccc(C(C)(C)NC(=O)N2CCN(CC(N)=O)CC2)c1
→ ?	2%	18%	9%	-23%	11	-19%	3%	1%
[39] CC(C#N)Sc1ccc(S(=O)(=O)N2CCCC2)cn1 (stereo not drawn)
→ 12%[12.7 µM]	6%	23%	-2%	-10%	2	1%	i	9%
[40] Cc1nn(-c2ccc(F)cc2)c(Cl)c1/C=C(/CC(=O)O)c1nc2ccccc2s1
→ .	-4%	10%	.	-5%	4	-14%	6%	-12%
[41] Cc1ccc(OCCn2cccn2)c(C)c1
→ 11%	-1%	39%	11%	-1%	-4	-16%	.	1%
[42] CSc1ccc(C2CC(=O)Nc3nc(SC)[nH]c(=O)c32)cc1 (stereo not drawn)
→ 8%	3%	48%[activator]	1%	3%	1	-22%	-5%	-4%
[43] COc1ccccc1NC(=O)CN(c1ccccc1C)S(C)(=O)=O
→ 11%[0.501 µM]	1%	33%	-6%	-9%	-16	11%	-2%	5%
[44] Cc1ccccc1C(=O)Oc1c(Sc2ccccc2)c(C)nn1C(C)(C)C
→ 53%[activator][59 µM]	-12%	87%[activator]	64%[activator]	34%	1	-17%	0%	-1%
[45] CCCCNC(=O)COn1nnc2ccc(S(=O)(=O)N3CCOCC3)cc21
→ -1%[2.33 µM]	1%	21%	0%	-8%	4	-8%	-5%	0%

# Taken from the entries so far (four entries):
# Values in the order: G9a inh	Pin1 inh	HP1b binding inh	BAZ2B inh	JMJD2A Tudor	PI4K2A block	POLH inh	PGK inhibitor	GLS inh
[39] CC(C#N)Sc1ccc(S(=O)(=O)N2CCCC2)cn1 (stereo not drawn)
→ 12%[12.7 µM]	6%	23%	-2%	-10%	2	1%	i	9%
[40] Cc1nn(-c2ccc(F)cc2)c(Cl)c1/C=C(/CC(=O)O)c1nc2ccccc2s1
→ .	-4%	10%	.	-5%	4	-14%	6%	-12%
[41] Cc1ccc(OCCn2cccn2)c(C)c1
→ 11%	-1%	39%	11%	-1%	-4	-16%	.	1%
[42] CSc1ccc(C2CC(=O)Nc3nc(SC)[nH]c(=O)c32)cc1 (stereo not drawn)
→ 8%	3%	48%[activator]	1%	3%	1	-22%	-5%	-4%

# Of the compounds above, these contain a cyano group:
# Values in the order: G9a inh	Pin1 inh	HP1b binding inh	BAZ2B inh	JMJD2A Tudor	PI4K2A block	POLH inh	PGK inhibitor	GLS inh
[17] N#Cc1nc(-c2ccco2)oc1N1CCN(Cc2ccccc2)CC1
→ ?	5%	-24%	50µM*	?	1	3%	-8%	2%
[39] CC(C#N)Sc1ccc(S(=O)(=O)N2CCCC2)cn1 (stereo not drawn)
→ 12%[12.7 µM]	6%	23%	-2%	-10%	2	1%	i	9%

# Entries listed above that bear a hit mark in BAZ2B inh:
# Values in the order: G9a inh	Pin1 inh	HP1b binding inh	BAZ2B inh	JMJD2A Tudor	PI4K2A block	POLH inh	PGK inhibitor	GLS inh
[1] COc1cc(-c2noc(C)c2C(=O)NCCc2c[nH]c3ccccc23)cc(OC)c1OC
→ 32µM*	-13%	14%	50µM*	?	-4	-15%	5%	14%
[17] N#Cc1nc(-c2ccco2)oc1N1CCN(Cc2ccccc2)CC1
→ ?	5%	-24%	50µM*	?	1	3%	-8%	2%

# Bioassay records (PubChem)
